PAD4 inh – PAD4 (human) enzyme inhibition. recombinant PAD4, RCA probe fluorescence polarization. inhibition, % at 6.36 µM. hit rate 0.41% among 330,000;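 active means percent inhibition above a cutoff equal to the mean of all tested compounds plus 3 SD, cut at about 15% in these data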;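 further: 0% = PAD4 with RCA probe and DMSO and 100% = probe without PAD4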
GSTO1 inh – GSTO1 inhibition, counter-screen for RBBP9 inhibitors. recombinant GSTO1, activity-based probe fluorescence polarization. inhibition, % at 5.96 µM. hit rate 1.1% among 300,000. AID 1974;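 active means inhibition above the campaign mean inhibition plus 3 SD, cut at about 35% in these data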;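 further: 0% = GSTO1-1 with DMSO and 100% = wells lacking GSTO1-1 enzyme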
Target sequence (P78417 whole entry, looked up): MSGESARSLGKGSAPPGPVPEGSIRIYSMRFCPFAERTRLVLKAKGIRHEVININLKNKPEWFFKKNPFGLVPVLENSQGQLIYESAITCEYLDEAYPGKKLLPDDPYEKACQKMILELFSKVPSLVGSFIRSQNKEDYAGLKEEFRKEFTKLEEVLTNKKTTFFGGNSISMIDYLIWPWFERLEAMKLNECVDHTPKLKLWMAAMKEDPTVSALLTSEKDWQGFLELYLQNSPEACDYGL
PAFAH1B3 FP inh – inhibitors of human PAFAH1B3; Q15102; recombinant PAFAH1B3, FP-rhodamine probe, fluorescence polarization; inhibition, % at 3.39 µM; hit rate 0.28% among 340,000; AID 492972;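 active means inhibition above the screen-wide average of all tested compounds plus 3 SD, cut at about 25% in these data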;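 further: 0% = enzyme with DMSO only and 100% = wells lacking PAFAH1B3 protein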
Target sequence (Q15102 whole entry, looked up): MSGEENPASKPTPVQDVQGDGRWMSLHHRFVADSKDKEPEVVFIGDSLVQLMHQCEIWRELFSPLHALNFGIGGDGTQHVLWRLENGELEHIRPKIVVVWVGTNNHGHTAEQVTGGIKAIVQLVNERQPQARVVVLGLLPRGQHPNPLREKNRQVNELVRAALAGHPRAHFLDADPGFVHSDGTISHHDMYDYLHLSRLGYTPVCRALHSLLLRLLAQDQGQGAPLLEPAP
PAFAH1B2 FP inh – blocks human PAF acetylhydrolase 1b catalytic subunit 2; inhibition, % at 3.39 µM; recombinant PAFAH1B2, FP-rhodamine activity probe, fluorescence polarization; AID 492953; hit rate 1.2% among 340,000;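 active means inhibition above the mean of all tested compounds plus 3 SD, cut at about 24% in these data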;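 further: 0% = enzyme with DMSO and 100% = wells lacking PAFAH1B2; many of its hits are not listed in these tables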
PME-1 primary – blocks human protein phosphatase methylesterase 1. inhibition, % at 5.9 µM. AID 2130. hit rate 0.53% among 320,000. recombinant PME-1, FP-Rh probe fluorescence polarization;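 active means inhibition above the campaign mean of all compounds plus 3 SD, cut at about 26% in these data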;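 further: competitive labeling of PME-1 active site by serine hydrolase directed probe; 0% = PME-1 with DMSO and 100% = wells lacking PME-1 enzyme; inhibitors block probe labeling so polarization falls and inhibition rises; many of its hits are not listed in these tables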
Target sequence (Q9Y570 whole entry, looked up): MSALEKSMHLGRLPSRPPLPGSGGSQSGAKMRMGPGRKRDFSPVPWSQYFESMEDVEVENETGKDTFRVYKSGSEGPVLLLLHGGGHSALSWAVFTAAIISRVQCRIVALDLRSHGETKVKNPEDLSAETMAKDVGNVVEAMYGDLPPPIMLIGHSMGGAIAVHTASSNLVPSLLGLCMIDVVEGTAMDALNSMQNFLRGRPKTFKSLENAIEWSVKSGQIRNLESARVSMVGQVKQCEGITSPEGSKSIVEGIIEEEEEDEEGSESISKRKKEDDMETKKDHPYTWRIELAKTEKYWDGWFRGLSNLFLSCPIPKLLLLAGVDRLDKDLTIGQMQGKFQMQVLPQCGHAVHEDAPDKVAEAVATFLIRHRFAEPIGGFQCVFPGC
PAFAH2 inh – PAFAH2 (human) inhibition. Q99487. recombinant PAFAH2, FP-rhodamine activity probe, fluorescence polarization. inhibition, % at 3.39 µM. hit rate 0.99% among 340,000. AID 492956;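 active means inhibition above the mean over all tested compounds plus 3 SD, cut at about 30% in these data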;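 further: inhibitors block probe labeling of enzyme so polarization drops; 0% = enzyme with DMSO and 100% = wells lacking PAFAH2 protein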
LYPLA1 inh – counter-screen for PME1 inhibitors: inhibitors of human LYPLA1; AID 2174; hit rate 0.16% among 320,000; inhibition, % at 5.9 µM; recombinant LYPLA1, FP-Rh probe fluorescence polarization; O75608;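 active means inhibition above the mean of all tested compounds plus 3 SD, set per campaign, cut at about 14% in these data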;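 further: inhibitors block serine hydrolase probe labeling of LYPLA1 so polarization falls; 0% = enzyme with DMSO and 100% = wells lacking LYPLA1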
pPAFAH FP inh – pPAFAH (human) enzyme inhibition. Q13093. inhibition, % at 3.39 µM. hit rate 1.5% among 330,000. recombinant pPAFAH, FP-rhodamine probe fluorescence polarization;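 active means inhibition above the mean inhibition across the screen plus 3 SD, cut at about 25% in these data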;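 further: inhibitors block binding of the rhodamine activity-based probe so polarization drops; 0% = enzyme with DMSO and 100% = wells lacking pPAFAH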
LYPLA2 inh – LYPLA2 (human) inhibition in PME1 counter-screen | O95372 | recombinant LYPLA2, FP-Rh probe fluorescence polarization | hit rate 0.38% among 320,000 | inhibition, % at 5.9 µM;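 active means inhibition above the screen-wide mean plus 3 SD, limit set per campaign, cut at about 26% in these data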;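 further: 0% = LYPLA2 with DMSO and 100% = wells lacking LYPLA2 enzyme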
Target sequence (O95372 whole entry, looked up): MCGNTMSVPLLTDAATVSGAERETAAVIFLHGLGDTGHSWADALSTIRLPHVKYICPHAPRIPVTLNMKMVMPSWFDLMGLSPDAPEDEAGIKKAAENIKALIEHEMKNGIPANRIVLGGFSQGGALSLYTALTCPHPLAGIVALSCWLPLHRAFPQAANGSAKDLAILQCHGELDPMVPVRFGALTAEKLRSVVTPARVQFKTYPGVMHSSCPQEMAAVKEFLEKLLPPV
Numbers without * were called inactive; nt = not tested or not shown. Not all compounds are listed (hit frequency here may not be typical).

SMILES	PAD4 inh	GSTO1 inh	PAFAH1B3 FP inh	PAFAH1B2 FP inh	PME-1 primary	PAFAH2 inh	LYPLA1 inh	pPAFAH FP inh	LYPLA2 inh
O=C(Cc1ccccc1)N/N=C/c1cccs1	7	0	6	1	-1	10	0	4	1
Cc1ccc(NC(=O)Nc2cc(Cl)ccc2C2COC(=O)C2=N)cc1 (stereo not given)	-3	-6	-3	2	-1	0	-2	-2	-5
COc1ccc(CN2C(=O)c3cccnc3C2=O)cc1S(=O)(=O)N1CC(C)Oc2ccccc21 (stereo not given)	-10	-1	-1	-1	2	4	0	4	3
O=C1COc2ccc(C(=O)COC(=O)CNC(=O)C3CCCCC3)cc2N1	-6	4	-5	2	-5	8	0	3	12
C=CCn1c(O)c(CN2CCN(Cc3ccccc3)CC2)c(C)c(C#N)c1=O	0	5	-6	-5	-2	-1	2	1	5
COc1ccc(NC(=O)Nc2nnc(N3CCCCC3C)s2)cc1OC (stereo not given)	5	7	-1	4	50*	4	-3	-6	1
COc1ccc([N+](=O)[O-])cc1/C=N/NC(=O)CNC(=O)c1cccc(F)c1	1	-13	5	-4	5	2	1	10	-5
O=S(=O)(NNc1ncc(C(F)(F)F)cc1Cl)c1ccccc1	5	nt	-1	6	6	0	0	-1	-1
CCCCOP(=O)(OCCCC)C(Nc1ccc(C(=O)OCC)cc1)c1ccncc1 (stereo not given)	1	-2	-11	-2	-1	-2	-5	3	0
CCN1CCCC1Cn1cnc2c([nH]c3cc(OC)ccc32)c1=O (stereo not given)	-3	7	-1	0	-11	4	1	4	2
CC12CN3CC(C)(CN(C1)C3c1ccc(F)cc1)C2 (stereo not given)	2	15	7	0	2	3	-2	5	1
CCOC(=O)c1sc(NC(=O)CSc2nc3c(cc2C#N)CCCCC3)c(C#N)c1C	1	1	4	0	3	0	1	8	8
CNC(=O)c1ccc(NC(=O)CC2SC(N3CCCC3)=NC2=O)cc1 (stereo not given)	0	nt	9	4	-3	2	1	1	7
Cc1c(C(=O)Nc2cccc([N+](=O)[O-])c2)sc2ncn(CC(=O)N3CCOCC3)c(=O)c12	3	-2	0	2	2	5	1	-3	7
CC(Sc1ccc(S(=O)(=O)N2CCOCC2)cn1)C(=O)Nc1ccc(Cl)cc1Cl (stereo not given)	1	nt	5	-4	2	-7	0	3	3

PME-1 primary: entries above that show a hit
canonical_smiles | PAD4 inh | PAFAH1B3 FP inh | PAFAH1B2 FP inh | PME-1 primary | PAFAH2 inh | pPAFAH FP inh
COc1ccc(NC(=O)Nc2nnc(N3CCCCC3C)s2)cc1OC (stereo not given) | 5 | -1 | 4 | 50* | 4 | -6

Later entries:
SMILES	PAD4 inh	GSTO1 inh	PAFAH1B3 FP inh	PAFAH1B2 FP inh	PME-1 primary	PAFAH2 inh	LYPLA1 inh	pPAFAH FP inh	LYPLA2 inh
COc1ccccc1N1CCN(C(=O)c2ccc(CS(=O)(=O)c3ccccc3OC)o2)CC1	-4	7	1	1	3	2	-1	3	2
CC(NCc1cccc(OCc2ccccc2)c1)C(O)c1ccccc1 (stereo not given)	-3	5	-1	5	3	-1	2	5	8
CCC(C)N(C(=O)COC(=O)c1nc(Cl)ccc1Cl)C1CCS(=O)(=O)C1 (stereo not given)	3	-3	10	3	-1	-3	0	-3	-2
CCN1CCSc2ccc(C(=O)NCc3cccc(Br)c3)cc21	2	-5	2	7	4	-3	-2	7	1
CCN(C(=O)CSc1nccn1C)c1cccc2ccccc12	1	nt	8	2	8	8	2	5	7
O=C(c1ccc2nc(Cc3cccc(Cl)c3)oc2c1)N1CCC(O)CC1	-10	0	5	-2	3	0	2	0	4
CCN1C(=O)C(CC(=O)Nc2cccc(C(C)=O)c2)S/C1=N\c1ccccn1 (stereo not given)	-2	-3	2	-4	1	2	0	2	-3
COc1cc2c(cc1NC(=O)c1cncc(Br)c1)oc1ccccc12	-1	-1	0	0	-4	-7	-12	-6	-10
CSCCC(NC(=O)c1ccc(Cl)cc1)C(=O)OCC(=O)N1CCCC1=O (stereo not given)	4	1	7	3	1	7	0	3	-2
Cc1c(C(=O)N2CCC(C)CC2)sc2ncnc(N(C)c3ccccc3)c12	-2	-5	6	4	-1	9	1	1	1
C=C(C(=O)c1ccccc1)C(C)C(=C)C(=O)c1ccccc1	2	-35	3	-8	-2	5	2	2	0
COc1ccccc1NC(=O)COC(=O)C1CC2C=CC1C2 (stereo not given)	1	-3	9	5	-5	-9	3	8	0
CCOC(=O)Nc1cccc2ccccc12	-4	-4	7	-1	-1	-4	5	-1	5
CCN(CC)S(=O)(=O)c1cc(C(=O)OCC(=O)c2ccc3c(c2)NC(=O)CO3)ccc1Cl	1	-3	1	3	-6	-2	-1	1	12
CCOc1ccccc1N(CC(=O)NC1CCCCC1)C(=O)CCCC(=O)Nc1ccccn1	-3	2	5	2	-10	6	0	-2	-6
COc1ccc(OC)c(CCNC(=O)C(C)n2nc(C)c3c(C)n(-c4ccccc4)nc3c2=O)c1 (stereo not given)	-4	4	8	4	0	-4	3	0	-1
COc1cc(/C=C/C(=O)O)cc(S(=O)(=O)Nc2ccc3nc(SC)sc3c2)c1OC	-7	13	6	1	-5	14	5	8	5
CC(=O)c1cc(C#N)c(N2CCN(c3ccccc3)CC2)nc1C	-3	-7	1	2	-4	-3	9	7	6
Cn1c(Cc2ccccc2)nnc1SCC(=O)Nc1ccc2c(c1)OCCO2	0	1	0	1	-2	-9	1	3	8
COc1cccc(CN2CCNC(=O)C2CC(=O)NCCN2CCOCC2)c1OC (stereo not given)	0	0	12	0	6	2	3	6	5
O=C1/C(=C/c2ccncc2)CCc2ccccc21	2	-8	7	3	5	4	0	2	3
Cc1ccc(S(=O)(=O)CC(=O)Nc2nc(-c3ccccc3)cs2)cc1	0	-3	0	-1	-4	-5	-4	-4	0
C=CCNC(=O)/C(=C/c1cccc([N+](=O)[O-])c1)NC(=O)c1ccco1	-5	-1	4	-1	3	1	0	8	0
O=C(OCC(=O)c1ccc(Br)s1)c1ccc(O)cc1	-2	nt	4	5	nt	66*	nt	19	nt
COc1ccc(N2CCN(S(=O)(=O)c3ccc(Cl)s3)CC2)cc1	0	0	14	3	2	0	-2	-4	4
CCOC(=O)Cn1nnc(-c2ccc(OCC(C)C)cc2)n1	-6	6	6	2	0	5	3	0	2
CCOc1ccc(C(=O)NCC(=O)OCc2c(C)noc2C)cc1OCC	-2	-3	0	-1	7	-10	0	4	-4
CCCCC(=O)Oc1ccccc1C1SCc2cc(C)c(C)cc2CS1	-3	-3	1	5	-6	-9	-1	1	-13
Cc1onc(-c2ccc3c(c2)OCO3)c1-c1ccc2[nH]ccc2c1	-4	3	7	-1	-2	-6	-1	4	-3
Cc1noc(C)c1S(=O)(=O)N1CCCN(C(=O)/C=C/c2ccccc2F)CC1	1	nt	13	3	9	-1	0	0	-2
COCCCNC(=O)Cn1cnc2sc(C)c(S(=O)(=O)N3CC(C)CC(C)C3)c2c1=O (stereo not given)	-5	-1	-1	1	-2	1	-2	4	-2
CCOC(=O)C1CCN(c2nc(C)cc(C)c2C#N)CC1	3	6	10	2	-1	-2	-3	3	-2
O=C(/C=C/c1ccccc1)NC(=S)NNS(=O)(=O)c1ccccc1	6	-4	13	8	-9	14	1	3	-5
O=S(=O)(c1ccc(N2CCN(CCO)CC2)nc1)N1CCOCC1	3	2	7	-4	7	2	0	-3	-1
CCn1ncc(Cl)c1C(=O)Nc1cc(Cl)ccc1Cl	-4	5	12	5	-1	0	-2	4	0
COc1ccc(C=NCCCN2CCOCC2)cc1	0	-13	6	0	-10	2	-4	-3	-10
O=C(CCNS(=O)(=O)c1ccccc1C(F)(F)F)N1CCN(c2ccccc2O)CC1	2	-4	-3	-2	3	11	0	3	-3
O=C(c1cccc(S(=O)(=O)NCc2ccccc2)c1)N1CCCCC1	0	-6	6	8	3	-3	-2	1	6
O=C(NCC1CCCO1)c1cccc(N2CCCC2=O)c1 (stereo not given)	2	5	2	-2	-3	1	-6	-5	-12
Cc1ccccc1NC(=O)CSc1nnc(NC(=O)c2ccco2)s1	0	-5	5	5	-10	2	-5	-5	-8
CCOC(=O)[C@@H]1[C@H]2COc3ccc(Br)cc3[C@H]2N2C(=O)N(c3ccc(C)cc3)C(=O)[C@]12C	1	-2	7	0	-2	-6	-3	0	1
O=C1NC(c2ccco2)Nc2ccccc21 (stereo not given)	-5	4	0	4	5	1	2	-1	0
N#Cc1ccc(CSc2nnc(-c3ccccn3)n2-c2ccc(Cl)cc2)cc1	-1	5	3	-3	9	5	-3	0	1
OC(c1ccccc1)(c1ccccc1)C1CCN(C(=S)NCCc2ccccc2)CC1	-6	0	nt	nt	-16	nt	-13	1	-28
COc1ccc(C(CCN2CCOCC2)c2c(OC)cc(OC)c3c(C)cc(=O)oc23)cc1 (stereo not given)	-5	-3	0	3	-2	0	-5	-4	-7
Cc1c(N2C(=O)C3C4C=CC(C4)C3C2=O)c(=O)n(-c2ccccc2)n1C (stereo not given)	2	2	7	7	0	2	-1	0	-5
O=C(O)c1cc2ccc3cccc4ccc(c1)c2c34	0	0	-1	1	-6	5	-5	2	-12
CCCCC(=O)C1CCN(Cc2ccccc2)CC1	-5	-2	0	-3	0	1	-3	8	-1
CCOC(=O)N1CCC(NC(=O)CS(=O)(=O)Cc2nc(-c3ccccc3C)oc2C)CC1	-2	-1	16	1	2	4	2	7	1
COc1ccc2c(=O)c(Oc3ccc(C(=O)O)cc3)c(C(F)(F)F)oc2c1	-4	6	1	6	-9	-3	-1	-4	-3
Cc1cc(N2CCN(c3nc(-c4ccc([N+](=O)[O-])cc4)cs3)CC2)c2ccccc2n1	3	-10	4	-3	0	-5	-3	3	4
CCOC(=O)c1c(C)[nH]c(C)c1C(=O)COC(=O)CNC(=O)c1ccc(OCC)cc1	-6	5	3	-1	-2	2	-2	8	-8
N#C/C(=C/c1cc(Br)cs1)C(=O)NCC1CCCO1 (stereo not given)	2	7	6	7	2	10	-1	5	-3
CCn1c(NCc2cc(Cl)ccc2O)nc2ccccc21	3	2	-1	1	6	-3	-6	14	-3
CC1CCc2nc(/C(C#N)=C/c3ccncc3)sc2C1 (stereo not given)	1	8	-5	2	6	7	2	3	3
O=C(Cc1ccccc1)Nc1c(Cl)ccc2nsnc12	-1	7	nt	nt	3	nt	0	3	5
Cc1ccc(-c2csc(C3=C(O)CN(NC(=O)c4ccco4)C3=N)n2)cc1	1	8	3	1	-1	-4	-3	-2	-9
CCOC(=O)C1(Cc2ccccc2C(F)(F)F)CCN(Cc2ccc(COC)o2)CC1	-3	-6	-1	-1	-4	-4	1	4	1
O=S(=O)(NC1CCN(Cc2ccccc2)CC1)c1ccc(Cl)cc1	-6	0	nt	nt	7	nt	5	3	1
CCN(CC)C(=O)CSc1ncnc2c1nnn2-c1ccc(OC)cc1	1	3	9	-2	-2	0	1	4	3

Next section:
SMILES	PAD4 inh	GSTO1 inh	PAFAH1B3 FP inh	PAFAH1B2 FP inh	PME-1 primary	PAFAH2 inh	LYPLA1 inh	pPAFAH FP inh	LYPLA2 inh
CC(C)=CCN1CCN(Cc2cc(C(C)C)n[nH]2)CC1CCO (stereo not given)	1	1	3	2	2	3	-2	2	-3
CCC[N+](CC#Cc1ccccc1)(CCC)CC(=O)OC	2	2	4	0	-1	5	0	0	-4
CCOc1ccc(Br)cc1S(=O)(=O)Nc1cccc(S(=O)(=O)N(C)c2ccccc2)c1	-6	-21	0	8	17	6	-11	6	-4
O=c1c(-c2n[nH]c(=S)n2-c2ccccc2)cccn1Cc1cccc(Cl)c1	5	1	13	5	6	2	0	4	-7

Screening results as filed in PubChem.
